# Compound activity from PubChem BioAssay.
# PLK1 PBD block: PLK1 (human) polo-box domain binding inhibition. Plk1 PBD binding of FITC phosphopeptide, fluorescence polarization. Potency, µM, without a hit: max response, negative = inhibition, hits mostly inhibitors. 360,000 tested, 2.8% active. AID 720504; further: potency means the concentration at half of the fitted maximal effect; series mostly up to about 57 µM; on the % scale 0 is the no-effect control and ±100 the full control effect; nearly all actives have a fitted effect of over 65% in size
# Target sequence (P53350 whole entry, looked up, the tested form may be a part): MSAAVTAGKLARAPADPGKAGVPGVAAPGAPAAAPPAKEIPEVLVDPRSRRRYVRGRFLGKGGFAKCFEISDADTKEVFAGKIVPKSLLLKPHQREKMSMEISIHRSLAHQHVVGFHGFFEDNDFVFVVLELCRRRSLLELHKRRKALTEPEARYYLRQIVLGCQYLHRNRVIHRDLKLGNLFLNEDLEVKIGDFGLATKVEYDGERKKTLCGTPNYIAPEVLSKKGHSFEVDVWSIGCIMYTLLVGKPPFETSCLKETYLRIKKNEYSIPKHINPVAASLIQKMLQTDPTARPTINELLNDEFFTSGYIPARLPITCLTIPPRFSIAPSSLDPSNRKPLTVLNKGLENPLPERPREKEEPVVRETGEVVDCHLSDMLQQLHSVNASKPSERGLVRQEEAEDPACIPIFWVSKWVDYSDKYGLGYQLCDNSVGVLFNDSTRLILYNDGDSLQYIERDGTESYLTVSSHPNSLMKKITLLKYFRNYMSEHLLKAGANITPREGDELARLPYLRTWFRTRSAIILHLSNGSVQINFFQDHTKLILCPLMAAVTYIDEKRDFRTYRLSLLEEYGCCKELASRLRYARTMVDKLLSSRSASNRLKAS
# IL-2 act: activates IL-2 in a cell-based reporter assay | IL-2 activation reporter assay, cell-based qHTS; stimulated with anti-CD3/CD4/CD28 beads; in transgenic mouse T cells | activation, % (series mostly up to about 46 µM) | 360,000 tested, 0.065% active; in the data active means activation above about 50%; inconclusive means mostly about 30% to 49%; further: 0% is about no effect
#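 EGFP and DsRed fluorescence is measured by plate cytometry in unstimulated transgenic mouse T cells exposed to compound for 60 minutes, then stimulated 18 hours at 37 degrees C with anti-CD3/anti-CD4 beads plus anti-CD28.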
# WRN helicase inh: inhibitors of human WRN helicase; Q14191; WRN helicase unwinding, fluorescent forked duplex, kinetic; Potency, µM (titrated, usually from 114 µM), for the others: top-dose activity change, negative = inhibition, usual class: inhibitors; 360,000 tested, 0.46% active; AID 651768; further: potency means the concentration at half of the fitted maximal effect; on the % scale 0 is the no-effect control and ±100 the full control effect; nearly all actives have a fitted effect of over 55% in size
#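 Kinetic red-fluorescence monitoring (525/598 nm) tracks WRN helicase activity after 100 nM fluorophore-quencher forked duplex and 2 mM ATP are added to 20 nM enzyme pretreated 15 min at room temperature with compound.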
# EPAC1 ag: agonists of human EPAC1; O95398; 360,000 tested, 0.073% active; EPAC1 agonist qHTS, biochemical assay; response scale: 100% = response to 6.5 mM cAMP; Potency, µM (doses to about 154 µM), for inactives: top-dose activation, actives largely listed as activators; further: potency means the concentration at half of the fitted maximal effect; nearly all actives have a fitted effect of over 60% in size
#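 Read-out is the fluorescence drop as BODIPY-GDP leaves Rap1B (480 nm excitation, 540 nm emission), recorded every 5 minutes over 30 minutes. Reactions held 100 nM EPAC1, 250 nM Rap1B–BODIPY-GDP and 50 uM GDP, with 6.5 mM cAMP setting full activation.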
# EPAC1 antag: antagonists of human EPAC1. O95398. EPAC1 GEF assay, Rap1b-BODIPY-GDP exchange fluorescence. Potency, µM (doses to about 115 µM), without a hit: at the highest dose activity change, negative = inhibition, usual class: inhibitors. 360,000 tested, 0.14% active;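 further: potency means the concentration at half of the fitted maximal effect; plate controls were vehicle for no effect and positive control for full effect; nearly all actives have a fitted effect of over 50% in size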
# CCT modulator: changes cytosolic chaperonin activity; purified chaperonin ATPase assay, HTRF ADP detection, 30 min; activity change, % (no concentration beside the values), hits read low; 360,000 tested, 0.3% active; in the data active means activity change below about -30%; further: on the % scale 0 is the no-effect control and ±100 the full control effect
#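 First, chaperonin was dispensed at 40 nM or 20 nM final depending on batch activity. Next, compounds were pinned at 76 uM and ATP added at 10 uM. After 30 min at 37 °C, ADP detection reagents ran 30 min at ambient temperature.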
# EPAC2 ag: agonists of human EPAC2 (RAPGEF4); Potency, µM (doses to about 154 µM), for inactives: at the top dose activation, most hits filed as activators; Q8WZA2; 360,000 tested, 0.079% active; EPAC2 activation, biochemical qHTS; response scale: 100% = 6.5 mM cAMP response; AID 720711; further: potency means the concentration at half of the fitted maximal effect; nearly all actives have a fitted effect of over 50% in size
#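 qHTS, titration series. 100 nM EPAC2 / 250 nM Rap1B-BODIPY-GDP / 50 uM GDP; RT; ex 480/em 540 nm, 5-min reads to 30 min. Norm. to 6.5 mM cAMP = activation.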
# PI5P4Ka inh: blocks human PI5P4K alpha kinase activity; P48426; PI5P4Kalpha enzyme, ADP-Glo luminescence, 60 min; hits give low values; max response, %; 330,000 tested, 1.2% active; AID 652105; active means max response of -50% or lower; inconclusive means between -30% and -50%; inactive means -30% or higher; further: value at the top dose of about 77 µM; on the % scale 0 is the no-effect control and ±100 the full control effect
# Target sequence (P48426 whole entry, looked up): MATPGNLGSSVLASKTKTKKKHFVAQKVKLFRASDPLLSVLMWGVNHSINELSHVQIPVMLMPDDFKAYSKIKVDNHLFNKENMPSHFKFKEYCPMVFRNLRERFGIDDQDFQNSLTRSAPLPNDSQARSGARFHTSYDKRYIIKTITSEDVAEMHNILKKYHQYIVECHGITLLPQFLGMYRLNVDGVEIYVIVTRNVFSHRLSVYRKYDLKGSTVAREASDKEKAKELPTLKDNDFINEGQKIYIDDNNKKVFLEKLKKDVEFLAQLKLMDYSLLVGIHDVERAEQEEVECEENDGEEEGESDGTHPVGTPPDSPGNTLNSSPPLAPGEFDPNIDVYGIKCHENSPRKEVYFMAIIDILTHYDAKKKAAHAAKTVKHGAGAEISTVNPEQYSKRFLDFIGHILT
#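 ADP-Glo luminescence end-point read after a 60 min room-temperature kinase reaction of PI5P4Kalpha plus substrate, initiated with ATP at 5 microM final. Buffer: 0.038 M HEPES pH 7.4, EGTA, 0.1% CHAPS, 5% DMSO.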
# Active calls of the source: *; ? = inconclusive; . = not tested or not shown; [ ] = another dose, or the depositor's remark. Unless noted, the call rests on the fitted dose curve; in most records, active means well fitted curve in the direction sought with a large enough effect; inconclusive means small, poorly fitted or top-dose-only effect, or another doubt; inactive means no such curve, though single readings can be large; an effect the other way counts as inactive or inconclusive.
# Values run as follows: PLK1 PBD block | IL-2 act | WRN helicase inh | EPAC1 ag | EPAC1 antag | CCT modulator | EPAC2 ag | PI5P4Ka inh
- N#Cc1ccccc1NC(=O)c1cc(=O)c2ccccc2o1
  -9% | -0.1 | -6% | -2% | -13% | -1.0 | -2% | ?
- CCOC(=O)c1cnc(SCc2ccc(C)cc2)nc1N
  1% | -2.1 | -12% | 0% | 0% | -2.4 | -1% | 20
- CN(C)C(=S)NC(=O)C(c1ccccc1)c1ccccc1
  3% | -0.5 | 4% | 5% | 8% | 1.4 | 3% | 5
- O=C(Nc1ccc(N2CCOCC2)cc1)C1CCN(S(=O)(=O)Cc2ccccc2)CC1
  -1% | -1.2 | 5% | -2% | 15% | 0.8 | 12% | 9
- COc1ccc2oc(C(=O)N3CCCc4ccccc43)c(C)c2c1
  -5% | 0.4 | -2% | 2% | 12% | -0.7 | 9% | -1
- COc1ccc(C2=NN(C(=O)CSc3nc4ccccc4s3)C(c3ccc(F)cc3)C2)cc1 (stereo not drawn)
  -2% | -0.3 | 5% | 10% | -10% | -2.1 | 3% | -2
- CC(C)(C)c1ccc(CN2C3=NCCCN3c3ccccc32)cc1
  -5% | -4.5 | 1% | -1% | 2% | 0.5 | -3% | 0
- O=C(CCc1ccccc1)NC(NC(=S)Nc1ccc(Cl)cc1)C(Cl)(Cl)Cl (stereo not drawn)
  30µM* | -0.7 | -3% | 4% | 3% | -0.1 | 2% | -22
- O=C(NNc1cc(C(F)(F)F)nc2ccccc12)Nc1cccc(Cl)c1
  -1% | 0.3 | -10% | 13% | -6% | 0.4 | 13% | 0
- CN(C(=O)CN1C(=O)S/C(=C\c2ccccc2F)C1=O)C1CCS(=O)(=O)C1 (stereo not drawn)
  -7% | -1.7 | 0% | -1% | 9% | -0.8 | 2% | 0
- C#CCOCCOCCOCCNc1nc(N2CCOCC2)nc(N2CCN(C(=O)[C@H](Cc3cc4ccccc4[nH]3)n3cc([C@@H](N)C(C)CC)nn3)CC2)n1 (stereo partly drawn)
  -1% | 0.7 | -5% | -4% | -8% | -0.9 | 1% | 2
- C=CCN=C1SC(C)C(=O)N1S(=O)(=O)c1ccccc1 (stereo not drawn)
  -3% | 2.3 | -9% | 0% | ? | 0.9 | -9% | 4
- CC1(O)N(Cc2ccccc2)C(=O)OC12CCCCC2 (stereo not drawn)
  -7% | -2.8 | -1% | 8% | 5% | -6.2 | -1% | .
- COc1cc(NC(=O)CSc2nnnn2Cc2ccccc2)cc(OC)c1
  0% | 3.9 | 0% | 1% | -18% | 2.5 | -6% | 1
- CCCCCCCCN1C(=O)[C@H](CC(=O)NCCCCc2ccccc2)C[C@@]2(C(=O)OC)CC(C)(C)CC=C12
  -4% | 0.2 | -5% | -16% | -3% | . | 6% | -3

# Six entries from above, tab-delimited.
compound	PLK1 PBD block	IL-2 act	WRN helicase inh	EPAC1 ag	EPAC1 antag	CCT modulator	EPAC2 ag	PI5P4Ka inh
O=C(NNc1cc(C(F)(F)F)nc2ccccc12)Nc1cccc(Cl)c1	-1%	0.3	-10%	13%	-6%	0.4	13%	0
CN(C(=O)CN1C(=O)S/C(=C\c2ccccc2F)C1=O)C1CCS(=O)(=O)C1 (stereo not drawn)	-7%	-1.7	0%	-1%	9%	-0.8	2%	0
C#CCOCCOCCOCCNc1nc(N2CCOCC2)nc(N2CCN(C(=O)[C@H](Cc3cc4ccccc4[nH]3)n3cc([C@@H](N)C(C)CC)nn3)CC2)n1 (stereo partly drawn)	-1%	0.7	-5%	-4%	-8%	-0.9	1%	2
C=CCN=C1SC(C)C(=O)N1S(=O)(=O)c1ccccc1 (stereo not drawn)	-3%	2.3	-9%	0%	?	0.9	-9%	4
CC1(O)N(Cc2ccccc2)C(=O)OC12CCCCC2 (stereo not drawn)	-7%	-2.8	-1%	8%	5%	-6.2	-1%	.
COc1cc(NC(=O)CSc2nnnn2Cc2ccccc2)cc(OC)c1	0%	3.9	0%	1%	-18%	2.5	-6%	1

# The list goes on:
# Values run as follows: PLK1 PBD block | IL-2 act | WRN helicase inh | EPAC1 ag | EPAC1 antag | CCT modulator | EPAC2 ag | PI5P4Ka inh
- COc1ccc(CCNC(=O)c2ccccc2N(C)S(=O)(=O)c2ccccc2)cc1
  -13% | 3.9 | -33% | 4% | -24% | -2.5 | 13% | 10
- O=C(c1ccc(-n2cccn2)cc1)N1CCc2c([nH]c3ccccc23)C1c1ccccn1 (stereo not drawn)
  -13% | 0.7 | -2% | 4% | ? | -0.4 | 15% | 4
- CCN1CCCC1CNc1ncnc2c1[nH]c1ccc(F)cc12 (stereo not drawn)
  3% | -0.5 | -20% | -7% | -20% | 3.3 | 7% | 2
- CN(CCNC(=O)c1cc2c(-c3ccccc3F)nn(C)c2s1)C1CCCCC1
  -22% | 0.6 | 20% | 3% | 12% | -5.0 | 12% | 0
- CN(C1=C(N2CCOCC2)C(=O)c2ccccc2C1=O)c1ccccc1
  -13% | -5.1 | 1% | 3% | -14% | 1.9 | 12% | -5
- Cc1ccccc1N1CCN(C(=O)c2ccccc2NC(=O)c2ccccc2C(=O)O)CC1
  30µM* | 0.7 | -3%[57.1 µM] | 13% | 11% | -66* | 15% | 2
- Cc1cc(NC(=O)c2cc([N+](=O)[O-])cc([N+](=O)[O-])c2)no1
  6% | -0.6 | -7% | -11% | -17% | 1.3 | -4% | 8
- CNc1cncc(-c2cccc(O)c2)n1
  -2% | 0.3 | 2% | -9% | -5% | 2.6 | 7% | 3
- CCC(C)c1ccccc1NC(=S)Nc1cccnc1 (stereo not drawn)
  -12% | -2.6 | 3% | -1% | 2% | 1.3 | 2% | -2
- CCNC(=O)CN(c1ccc(C)cc1)S(=O)(=O)c1ccc(SC)cc1
  -21% | 3.9 | -13% | 10% | -11% | -1.0 | 13% | 2
- COc1ccc(-c2cc3nc(C)cc(N)n3n2)cc1
  -7% | 1.4 | -29% | -11% | -6% | 2.4 | -7% | ?
- CSc1ccc(Cn2c(C)c(C(=O)NCc3ccc(F)cc3)sc2=O)cc1
  -16% | -0.5 | 5%[57.1 µM] | 2% | -11% | -1.4 | 12% | 10
- CCOC(=O)C1=C(C)N=c2s/c(=C\c3ccc(C(=O)O)cc3)c(=O)n2C1c1ccc(F)cc1 (stereo not drawn)
  30µM* | -0.6 | 3% | -10% | -11% | -2.0 | -2% | 3
- O=C(NC(=S)NCCc1ccccc1)C1CCCCC1
  -11% | -0.1 | -9% | 5% | -5% | -0.6 | 19% | -4
- C/C(=N\NC(=O)c1cccc(N/N=C(\C)c2ccco2)c1)c1ccco1
  -20% | -1.1 | -7%[11.6 µM] | 20% | ? | -1.6 | 0% | -86*
- NC(=O)NCC1CC1
  -15% | 0.2 | 0% | -5% | -7% | -2.7 | 9% | -17
- O=C(OCn1nnc2ccccc2c1=O)c1cccc(S(=O)(=O)N2CCOCC2)c1
  -3% | 0.1 | 2% | 3% | 13% | 0.8 | 9% | -6
- Cc1nc(NC(=O)COC(=O)CCC(=O)c2cccs2)c(Cl)cc1Cl
  -7% | -2.6 | 1% | 6% | 3% | 0.9 | 11% | -1
- CC(=O)OCC(=O)Nc1ccc(Cl)cc1Cl
  5% | -0.1 | 0% | 0% | -3% | -0.6 | 8% | -1
- CC1(C(=O)NS(=O)(=O)C2CC2)CCN(C(=O)c2cc(F)cc(F)c2)C1 (stereo not drawn)
  -1% | -0.4 | -6% | 6% | -4% | -2.3 | 9% | 0
- CS(=O)(=O)N1CCC(C(=O)NCc2ccccc2)CC1
  ? | -3.8 | -14% | -8% | -17% | -5.8 | 9% | 2
- CCN(Cc1nc2ccccc2c(=O)[nH]1)C(=O)C1CC(=O)N(c2cccc3ccccc23)C1 (stereo not drawn)
  -12% | -0.4 | -3% | 17% | 9% | 1.7 | 1% | 0
- Cc1cc(NC(=O)CCN2CC(C)OC(C)C2)ccc1Br (stereo not drawn)
  -12% | 1.4 | 9% | 13% | -6% | -1.2 | 15% | 5
- CN(C(=O)c1cccc(NC(=O)c2cccs2)c1)c1ccccc1
  -11% | -3.7 | -18% | 7% | -3% | -0.5 | 8% | 10
- Brc1cccc(CNCc2ccncc2)c1
  -2% | -2.2 | 8% | -3% | 11% | -5.0 | -5% | -3
- O=C1CCN(CCCc2ccccc2)CCN1[C@H](CO)c1ccccc1
  -6% | 2.3 | 7% | -13% | -1% | -0.3 | 2% | 0
- Nc1cc(=O)[nH]c(SCC(=O)Nc2ccc(Oc3ccccc3)cc2)n1
  -7% | -0.2 | 8% | 1% | -5% | 0.4 | 7% | -19
- CSc1ccc(CCNC(=O)c2cc(-c3ccccc3)c(N3CCOCC3)s2)cc1
  -6% | -2.2 | -7% | 3% | 0% | 0.0 | 0% | 3
- O=C(O)c1ccc(CNS(=O)(=O)c2ccc(Oc3ccccc3Cl)cc2)cc1
  -12% | 0.2 | -8% | 4% | -23% | 0.2 | 2% | 2
- COc1ccc(S(=O)(=O)NCc2c(-c3ccccc3)noc2C)c(OC)c1
  2% | 0.3 | -23% | 4% | 7% | -3.8 | 4% | 0
- CN(Cc1ccc(F)cc1)C(=O)c1cc(COc2ccc(-n3cncn3)cc2)on1
  -2% | -4.5 | -36% | 6% | 0% | -0.6 | 0% | 8
- CC(=NNC(=O)c1ccncc1)c1cccc(Br)c1
  1% | -0.3 | 9% | -2% | 6% | -0.4 | 2% | -4
- CN1CCN(c2cc(-c3cc(O)c4ncccc4c3)ccn2)CC1
  . | 0.1 | . | -8% | 0% | . | 0% | .
- COc1ccc(CC(=O)OCCc2cc3cc(OC)c(OC)cc3c(=O)o2)cc1
  -29% | -0.5 | -10% | -10% | -18% | 0.4 | -1% | -3
- CC(=O)c1cccc(-c2ccnc3c2CC(C(=O)Nc2ccc(Cl)c(C(F)(F)F)c2)O3)c1 (stereo not drawn)
  0% | 0.1 | -7% | -9% | -10% | -0.4 | 2% | 9
- COc1cc(NC(=O)CCC(=O)c2cccs2)cc(OC)c1
  -8% | -0.9 | -18% | -6% | 5% | 0.5 | 3% | ?
- CC1CCCCC12NC(=O)N(CC(=O)Nc1ccccc1F)C2=O (stereo not drawn)
  -11% | -4.2 | 3% | 10% | 2% | -1.9 | 1% | 11
- COCCSc1ccccc1C(=O)Nc1ccc(S(=O)(=O)N2CCOCC2)cc1
  3% | -0.3 | 8% | -3% | 9% | -1.6 | -4% | 1
- Cn1c(=N)n(CC(O)c2cccs2)c2ccccc21 (stereo not drawn)
  -11% | -2.7 | 0% | 3% | -19% | 1.1 | 5% | 1

# These rows are one share of the data. The share of hits here may be higher or lower than overall.
